ER stress rescue – rescue of cells from ER stress-induced death, primary screen, 384-well, CSM14.1, thapsigargin, ATP luminescence (AID 1222); CSM14.1 thapsigargin-induced death rescue, ATP luminescence; higher % means a stronger effect; one-dose cellular ATP content (survival), % at 20 µM; EC50 in µM for titrated hits; 190,000 tested, under 10 active;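 active = EC50 below 50 µM in the dose-response confirmation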;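 note: death triggered by thapsigargin at about 15 µM added after 2 h compound pretreatment; cell ATP read after overnight thapsigargin exposure of roughly 18 to 22 hours; normalized against plate controls of thapsigargin alone and 5% DMSO vehicle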
Autophagy HCS – modulators of autophagy; MEF GFP-LC3 puncta imaging; test concentration mostly 10 µM; calls only at 10 µM (by protocol); 190,000 tested, 0.98% active; AID 463193;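 active = percentage of spot-positive cells more than 3 SD above its plate mean, without a fluorescence outlier flag or 80% toxicity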;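 note: spot-positive cell cutoff set from DMSO-treated cells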
Lipid droplet – modulators of hepatic lipid droplet formation | inhibition, % at 6.5 µM | AID 1656 | 240,000 tested, 0.4% active | AML12 mouse hepatocytes, oleate lipid droplets, BODIPY imaging;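 active = lipid droplet intensity inhibited by at least 50%, with more than 500 cells counted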
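Assay system: AML12 mouse liver cells | Compound dosing: One dose, 6.5 µM compound | Read-out basis: Droplet intensity reduction, % inhibition | Measured by: Fluorescence imaging, 20x objective, two fields per well | Schedule: Overnight treatment with compound plus oleate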
Dynein cargo inh – blocks dynein driven cargo transport along microtubules; z-score, hits read low; 3617.4 mouse cells, GR-EGFP nuclear translocation imaging; test concentration mostly 20 µM; stimulated with dexamethasone, 1 µM; active compounds read low; 220,000 tested, 0.47% active;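 active = plate z-score of nuclear minus cytoplasmic receptor signal below a set negative limit, without overly bright fluorescence or cell loss, cut at about -3.5 in these data, passing the limit was not always enough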;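 note: z-score of nuclear minus cytoplasmic ring GR-EGFP intensity difference per well; some compounds called inactive have numbers as strong as hits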
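Buffer or medium: tet-free, stripped-serum medium; Also added: dexamethasone, 1.0 µM final; Technique: high-content fluorescence imaging after fixation; Times: 48 h induction, 1 h compound, 30 min dex at 37 °C; Read-out: per-cell GR-EGFP intensity, nucleus versus surrounding cytoplasmic ring, well-averaged.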
MT stabilizer – microtubule stabilization, imaging screen; HeLa tubulin immunostaining HCS, 24 h; share of cells brighter than vehicle mean+2SD; % tubulin-high responders, % at 10 µM; 200,000 tested, 0.83% active; AID 2205;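 active = plate Z-score above 3 for both tubulin-high and condensed-nucleus cell shares, with cell loss under 80%, at 10 µM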;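 note: anti alpha tubulin signal scored within the nucleus-defined area of each cell; some results filed as inactive read as strong as hits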
T cell HTS – T cell immune modulation candidate | 2C CD8+ T cell-vesicle binding, flow cytometry; active compounds read low | calls only at 7 µM | 330,000 tested, 0.068% active;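 active = response, share of CD8 T cells binding vesicles, and their 90th percentile fluorescence all below set limits, cut at about 80% in these data, passing the limit was not always enough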
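Assay system – 2C mouse CD8+ T cells · Also added – QL9-loaded Drosophila micro-vesicles · Timing – Cell–vesicle co-incubation 1.5 h at 37 °C, staining 20 min on ice · Signal – flow cytometry of vesicle-bound cells · Measure – percent CD8+ FL2 mean versus row control · Controls – Peptide-free naked vesicles (low) and QL9 vesicles with 0.7% DMSO vehicle (high)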
b-catenin transl – modulators of beta-catenin nuclear translocation; HeLa beta-catenin nuclear translocation, immunofluorescence imaging; nuclear translocation activity, % at 5 µM; 190,000 tested, 0.3% active;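 active = nuclear translocation activity above 50% at 5 µM, with a well cell count of 50 or more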;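 note: per-cell ratio of nuclear to cytoplasmic median beta-catenin stain intensity; plate controls were DMSO negative control for no effect and GSK-3 inhibitor IX positive control for full effect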
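Read-out: Nuclear/cytoplasmic beta-catenin signal ratio, % activation | Assay system: Human HeLa cell line | Times: 24 h compound exposure at 37°C, 5% CO2 | Signal: Fluorescence imaging of beta-catenin antibody stain plus DAPI | Dosing: 5 µM primary, 0.02–20 µM confirmation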
Ins promoter up – MIN6 insulin promoter up-regulation; MIN6 insulin promoter-GFP reporter, high-content imaging; active compounds read high; z-score at 5 µM; 190,000 tested, 0.3% active; AID 1625;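 active = z-score above 3 at 5 µM with at least 500 cells counted in the well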
Salmonella PhoP GFP – inhibitors of PhoP regulon expression, primary screen, Salmonella Typhimurium, GFP reporter (AID 1863); S. Typhimurium PhoP-regulated promoter GFP reporter, 4 h; higher % means a stronger effect; inhibition, % at 50 µM; hits with a dose series show IC50 in µM; 300,000 tested, 0.16% active;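 active = inhibition over 29.93%, a cutoff 3 SD above the screen mean, later confirmed by dose response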;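 note: 0% = low Mg2+ inducing control and 100% = high Mg2+ repressing control; strong numbers were not always called active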
Dynein cargo inh cytoplasmic EGFP – recorded beside Dynein cargo inh, whose call it bears; z-score; measured here: cytoplasmic GR-EGFP intensity; active compounds read high
Dynein cargo inh nuclear GR-EGFP – recorded beside Dynein cargo inh, whose call it bears; z-score; measured here: nuclear GR-EGFP intensity;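 lower value marks the stronger effect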
Dynein cargo inh cell count – also measured in Dynein cargo inh; calls as there; z-score; measured here: cell count per field
Ins promoter up cell count – recorded beside Ins promoter up, whose call it bears; cell count; measured here: cytotoxicity, nuclei count;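 total cells summed across four imaged fields per well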
Lipid droplet cells 6.5 µM – also measured in Lipid droplet; calls as there; cell count; measured here: cell count, cytotoxicity flag;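 cells counted across two imaged fields per well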
b-catenin transl cell count 5 µM – also measured in b-catenin transl; calls as there; cell count; measured here: cell count, cytotoxicity flag
T cell HTS vesicle-bound % – also measured in T cell HTS; calls as there; double positive events, %; measured here: CD8+ vesicle-bound cell fraction;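 binding gate set so that unloaded-vesicle control wells show 10% double positive cells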
MT stabilizer Hoechst-high % – recorded beside MT stabilizer, whose call it bears; % Hoechst-high responders; measured here: nuclear condensation Hoechst responders;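 share of cells brighter than vehicle mean plus two SD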
MT stabilizer cytotoxicity % – further read-out of MT stabilizer, marked with its call; toxicity, %; measured here: cytotoxicity by cell density;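 0% = mean cell density of plate MIN control wells and 100% = no cells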
Autophagy HCS cell loss 18 h – further read-out of Autophagy HCS, marked with its call; toxicity, %; measured here: cell loss, nuclei count;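 cell loss after 18 h compound exposure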
* marks the source's active call; other numbers are inactive results; i = inactive; nt = no result given.

SMILES | ER stress rescue | Autophagy HCS | Autophagy HCS cell loss 18 h | Lipid droplet | Lipid droplet cells 6.5 µM | Dynein cargo inh | Dynein cargo inh cytoplasmic EGFP | Dynein cargo inh nuclear GR-EGFP | Dynein cargo inh cell count | MT stabilizer | MT stabilizer Hoechst-high % | MT stabilizer cytotoxicity % | T cell HTS | T cell HTS vesicle-bound % | b-catenin transl | b-catenin transl cell count 5 µM | Ins promoter up | Ins promoter up cell count | Salmonella PhoP GFP
CC(C)C(c1nnnn1C1CCCC1)N1CCN(c2ccccc2F)CC1 (stereo unspecified) | 0.6% | i | 8.2 | nt | nt | -0.915 | -0.199 | -0.23 | 0.258 | 4.2 | 2.5 | 4.1 | i | 60.6 | -6.5 | 813 | 0.83 | 1313 | -11.1%
COc1ccc2[nH]c(=O)c(CNc3ccc(C)c(C)c3)cc2c1 | -1.9% | i | 23.3 | nt | nt | -0.673 | -0.234 | -0.0967 | 0.0755 | 2.9 | 2.7 | 2.5 | i | 14.7 | 2.9 | 1368 | -0.74 | 1187 | -10.0%
CC(=O)Nc1cccc(C(=O)N/N=C/c2ccc(C)o2)c1 | -4.4% | i | -14.5 | 6.9 | 652 | 0.211 | -0.245 | 0.421 | -0.00288 | nt | nt | nt | i | 57.5 | 2.3 | 1003 | -0.71 | 1277 | 2.5%
CC(=O)Nc1ccc(S(=O)(=O)NNC2=NS(=O)(=O)c3ccccc32)cc1 | 0.5% | i | -12.9 | 0.8 | 712 | -1.27 | -0.21 | -0.884 | 1.36 | 2.9 | 2.1 | 11.6 | i | 47.1 | 0.2 | 1086 | -0.11 | 1273 | -0.9%
COc1cc2cc(CN(CCc3ccccc3C)C(=S)NCCCN3CCOCC3)c(=O)[nH]c2cc1OC | -2.1% | i | 7.1 | -0.1 | 666 | -0.577 | -0.263 | -0.177 | 0.894 | 3.2 | 2.3 | 7.8 | i | 44.2 | -0.4 | 1089 | 0.5 | 1208 | -3.0%
CC(C)(C)C(=O)c1sc(Nc2ccccc2)nc1N | -3.2% | i | -6.2 | 5.6 | 694 | -0.205 | -0.225 | -0.0302 | -0.477 | 2.4 | 2.8 | 2.9 | i | 11.2 | 0.1 | 1040 | -0.31 | 1683 | 2.6%
O=C(/C=C/c1ccccc1)c1ccccc1O | 5.4% | i | -16.1 | 2.1 | 757 | -0.596 | -0.18 | 0.0198 | 0.171 | 3.9 | 3.7 | 13.8 | i | 53.7 | -3.8 | 525 | 1.41 | 1009 | 1.8%
O=C1CSC(=Nc2cc(Cl)ccc2Cl)N1 | -2.0% | i | 2.1 | 17.1 | 751 | 0.146 | 0.102 | 0.0704 | -1.76 | 2.5 | 1.9 | 2.4 | i | 21.9 | nt | nt | nt | nt | -20.4%
COc1ccc(CNC(=O)c2cnccn2)cc1 | -2.5% | i | -6.5 | 2.5 | 759 | -0.445 | -0.309 | -0.0467 | -0.0326 | 2.1 | 0.8 | 7.4 | nt | nt | -2.5 | 1134 | 0.97 | 732 | -2.9%
O=C(Cc1ccccc1Cl)NCCCn1ccnc1 | -0.4% | i | 10.2 | 9.0 | 658 | -0.169 | -0.227 | 0.311 | -0.0101 | 1.9 | 2.1 | 8.0 | i | 11.4 | -2.1 | 1110 | 0.23 | 1317 | 2.8%
CCn1c(SCC(=O)N/N=C/c2cc(OC)c(OC)c(OC)c2)nc2ccccc21 | -2.7% | i | 9.0 | -14.7 | 603 | 2.33 | 0.0398 | 1.41 | -1.5 | 8.5 | 1.8 | 3.8 | i | 45.5 | 3.1 | 899 | 0.08 | 2280 | 5.3%
CC(C)CNc1nnnc2c1sc1nc(N3CCOCC3)c3c(c12)CCCC3 | nt | nt | nt | -14.2 | 710 | -0.467 | -0.256 | -0.146 | 0.362 | nt | nt | nt | i | 29.4 | -0.4 | 1282 | -0.67 | 1015 | -10.3%
O=C1c2ccccc2C(=O)c2c([N+](=O)[O-])ccc(O)c21 | nt | nt | nt | 16.7 | 694 | 0.229 | -0.162 | 1.11 | -0.293 | nt | nt | nt | i | 36.5 | -0.4 | 1269 | -0.66 | 1031 | -12.7%
CC(=O)N1[C@H](C)C=C[C@]1(Cc1ccccc1)C(=O)O | -6.0% | i | 3.9 | 8.1 | 756 | -0.981 | -0.157 | 0.109 | 0.58 | 3.9 | 3.2 | 1.2 | i | 35.2 | nt | nt | 0.06 | 1143 | -0.9%
CC(C(=O)O)N1C(=O)c2cccc3cccc1c23 (stereo unspecified) | -2.8% | i | 4.8 | -22.3 | 727 | -0.154 | -0.198 | 0.0622 | -1.01 | 2.0 | 2.1 | 20.6 | i | 21.9 | -0.4 | 1054 | -0.24 | 1270 | -16.4%
OCC1(Cc2ccccc2)CCN(Cc2cnc(-c3ccc(Cl)cc3)nc2)CC1 | -2.7% | i | -1.3 | -1.0 | 657 | -0.719 | -0.199 | -0.464 | 0.506 | 1.2 | 0.8 | 3.1 | i | 66.3 | 0.9 | 1117 | 0.09 | 1346 | -9.8%
c1ccc2c3c(c(CN4CCCC4)cc2c1)COC3 | -0.7% | i | -6.6 | 0.2 | 683 | 1.39 | -0.125 | 1.17 | -1.18 | 2.1 | 2.1 | 8.5 | i | 28.4 | -1.0 | 1058 | -0.53 | 1432 | 8.2%
O=C(Cc1cccs1)Nc1ccccc1C(=O)O | -2.7% | i | -10.1 | -2.3 | 636 | 0.774 | -0.224 | 0.766 | 0.927 | 1.3 | 2.2 | 16.8 | i | 2.1 | -0.4 | 1044 | nt | nt | -3.8%
CCC1CCCCN1C(=O)CSc1nc2c(c(=O)n(C)c(=O)n2C)n1C (stereo unspecified) | -1.8% | i | 4.5 | -12.5 | 734 | -0.0583 | -0.36 | 0.357 | 0.506 | 1.4 | 1.2 | 3.1 | i | 37.2 | 7.1 | 807 | 0.35 | 1486 | nt
O=C(CCN1CCCCC1)c1ccc2c(c1)OCCO2 | 0.5% | i | 6.0 | nt | nt | -0.847 | -0.196 | -0.494 | 0.857 | 0.5 | 0.4 | 2.4 | i | 40.7 | -2.7 | 1039 | -0.51 | 1442 | 3.4%
O=C(CSCC(=O)Nc1cccc2ccccc12)Nc1cccc2ccccc12 | nt | nt | nt | -18.2 | 707 | -0.406 | -0.247 | 0.289 | 0.0123 | nt | nt | nt | i | 20.2 | -0.4 | 1294 | -0.4 | 972 | -7.7%
CCN1CCN(CCCNC(=O)CCc2nc(-c3ccc(OC)cc3)no2)CC1 | -1.2% | i | 2.7 | -3.3 | 745 | 0.136 | -0.214 | 0.0859 | 0.34 | 1.8 | 1.6 | 6.5 | i | 41.3 | -0.1 | 1088 | 0.14 | 1294 | 0.5%
Cc1ccc(C)n1NC(=O)c1ccco1 | -2.3% | i | -0.7 | 28.6 | 726 | -0.824 | -0.136 | -0.352 | 1.02 | 2.8 | 2.4 | 6.7 | i | 18.9 | 0.1 | 974 | -0.35 | 1772 | -6.4%
COc1ccc(S(=O)(=O)NCC2CCC(C(=O)NCc3ccco3)CC2)cc1 (stereo unspecified) | -0.8% | i | -7.1 | nt | nt | 2.87 | -0.279 | 2.26 | -0.739 | 3.5 | 1.3 | 7.0 | i | 44.7 | 1.3 | 1428 | -0.01 | 1491 | 4.7%
COc1ccc2nc(NC(=O)CN3CCN(C)CC3)sc2c1 | 0.2% | i | 8.7 | nt | nt | -0.477 | -0.194 | -0.0678 | 0.41 | 2.5 | 2.0 | 5.3 | i | 59.2 | -3.4 | 1010 | 0.13 | 1187 | 5.7%
O=C(c1ccc(CSc2nc3ccncc3[nH]2)cc1)N1CCCCC1 | -7.4% | i | -3.7 | nt | nt | 0.31 | -0.0656 | 1.19 | -1.51 | 3.5 | 2.2 | 11.1 | i | 30.5 | 2.4 | 542 | 0.37 | 1224 | 1.5%
Nn1cnnc1SCC(=O)Nc1ccc2c(c1)OCO2 | -0.3% | i | -9.8 | 3.2 | 715 | 0.278 | -0.192 | 0.225 | 0.0223 | 5.4 | 1.8 | 2.0 | i | 57.1 | 0.2 | 1152 | 0.32 | 1265 | -7.6%
C=CCc1cc(/C=N/NC(=O)CSc2nnc(CCCc3ccc(OC)cc3)o2)cc(OC)c1O | -0.6% | i | 33.4 | 2.8 | 785 | -0.279 | -0.0788 | -0.0535 | -0.639 | 2.0 | 1.0 | 5.7 | i | 34.0 | nt | nt | 0.48 | 859 | 5.2%
Cc1cc(C)c2cc(C(=O)Nc3ccccc3)[nH]c2c1 | nt | nt | nt | nt | nt | -0.172 | -0.261 | -0.335 | 0.506 | nt | nt | nt | i | 39.6 | -0.5 | 1276 | 0.48 | 1366 | -10.0%
O=C1CCCC2=C1C(c1ccccc1)n1c(s/c(=C/c3cccc(F)c3)c1=O)=N2 (stereo unspecified) | -2.6% | i | -2.3 | 5.3 | 769 | 1.96 | -0.233 | 1.63 | -0.864 | 2.5 | 1.8 | 4.7 | i | 30.1 | -0.5 | 1158 | -0.56 | 885 | 5.2%
